PfHsp90 set2 = inhibits growth of yeast expressing Plasmodium falciparum Hsp90 | S. cerevisiae expressing PfHsp90, BacTiter-Glo ATP, 48 h; yeast lacking PDR1 and PDR3 efflux regulators | inhibition, % at 9.4 µM | 310,000 compounds, 0.32% hits | AID 504621;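 active = every replicate shows inhibition above about 80%, whatever the replicate mean, limit read from the data; inconclusive = mean inhibition reaches the set limit but some replicate falls short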;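 also: 0% = DMSO neutral controls and 100% = 20 µM radicicol positive controls; yeast relying on Plasmodium falciparum Hsp90 in place of its own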
Rtt109 Vps75 = blocks Candida albicans Rtt109/Vps75 acetyltransferase activity | inhibition, % at 34.9 µM | 330,000 compounds, 0.16% hits | Q5AAJ8 | purified Rtt109/Vps75, ThioGlo CoA-SH fluorescence, 4 h;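 active = inhibition of at least 50% in every replicate; inconclusive = best replicate reaches 50% inhibition but some replicates fall short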
Target sequence (Q5AAJ8 whole entry, looked up): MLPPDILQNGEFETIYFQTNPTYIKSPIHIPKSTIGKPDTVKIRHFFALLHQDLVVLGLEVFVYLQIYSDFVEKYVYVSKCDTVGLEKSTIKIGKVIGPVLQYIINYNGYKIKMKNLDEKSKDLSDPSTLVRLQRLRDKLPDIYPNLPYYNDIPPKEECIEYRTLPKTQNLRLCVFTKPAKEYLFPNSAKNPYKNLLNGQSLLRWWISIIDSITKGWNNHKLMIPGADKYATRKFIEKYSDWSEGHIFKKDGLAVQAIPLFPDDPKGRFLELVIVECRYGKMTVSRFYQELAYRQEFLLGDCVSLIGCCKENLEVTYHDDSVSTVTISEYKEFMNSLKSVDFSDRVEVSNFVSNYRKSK
SR-BI uptake up = SR-BI HDL lipid transfer activation; CHO ldlA[mSR-BI] cells, DiI-HDL uptake fluorescence, 3 h; 100 = double the neutral-control signal; activation, % at 12.5 µM; 320,000 compounds, 0.096% hits;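 active = mean replicate activation of at least 60% and every replicate at or above 60%; inconclusive = mean or all-replicate condition met, but not both; inactive = mean below 60% and not all replicates reaching 60%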;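 also: 0% = median plate neutral-control signal and 100% = twice that signal; values of inactives mirror those of a sister screen read the other way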
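material = CHO ldlA[mSR-BI] cells | medium = Ham's F12 with 0.5% BSA, HEPES 25 mM, pH 7.4 | reagent = fluorescent DiI-HDL, 10 µg/mL final | compound dosing = single-point compound dose | incubation = 3 h, 37 °C | measured by = bottom-read fluorescence, 550/595 nm | measure = HDL uptake via cellular fluorescence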
MITF TRPM1 HTS = MITF TRPM1 promoter activation in melanoma cells; SK-MEL-5 TRPM1-promoter luciferase, 24 h; % of positive control, neutral wells = 0; activation, % at 12.5 µM; 300,000 compounds, 0.75% hits; AID 588334;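 active = mean activation of at least 80% with every replicate also reaching 80%; inconclusive = mean reaches 80% but some replicate falls short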;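 also: 0% = neutral control wells and 100% = parthenolide positive control wells; values of inactives mirror those of a sister screen read the other way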
SR-BI DiI inh = mouse SR-BI HDL lipid transfer inhibition; Q61009; ldlA[mSR-BI] CHO cells, DiI-HDL uptake fluorescence, 3 h; inhibition, % at 12.5 µM; 320,000 compounds, 0.96% hits; AID 488896;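 active = mean replicate inhibition of at least 70% and a set share of replicates each scoring 70 or more; inconclusive = meets just one of the two criteria; inactive = fails both criteria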;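 also: 0% = median of neutral control wells and 100% = median of positive control wells; values of inactives mirror those of a sister screen read the other way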
dFosB activator = enhances mouse delta FosB homodimer DNA binding. P13346. purified delta FosB, TAMRA-CDK5 oligo fluorescence polarization; percent of positive-control signal above neutral wells. activation, % at 25 µM. 340,000 compounds, 0.99% hits. AID 493131;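 active = mean activation above about 17%, with every replicate also reaching it, limit read from the data, passing the limit was not always enough; inconclusive = only one of the two conditions met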;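 also: fluorescence polarization rise as delta FosB binds a TAMRA Cdk5 AP-1 oligo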
Target sequence (P13346 whole entry, looked up): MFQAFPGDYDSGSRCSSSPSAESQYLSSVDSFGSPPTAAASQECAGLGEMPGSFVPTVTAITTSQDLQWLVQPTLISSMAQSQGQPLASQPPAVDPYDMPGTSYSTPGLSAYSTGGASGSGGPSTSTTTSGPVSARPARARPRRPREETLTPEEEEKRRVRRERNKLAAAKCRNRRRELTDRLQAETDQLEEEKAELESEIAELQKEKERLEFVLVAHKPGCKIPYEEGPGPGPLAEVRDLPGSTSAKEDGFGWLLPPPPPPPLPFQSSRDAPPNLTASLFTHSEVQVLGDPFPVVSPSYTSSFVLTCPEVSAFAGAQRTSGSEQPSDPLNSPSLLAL
PvdQ inh = blocks Pseudomonas aeruginosa PvdQ acylase activity. AID 488965. inhibition, % at 10 µM. 340,000 compounds, 0.063% hits. purified PvdQ acylase, fluorescence plate reader; in the data active = inhibition above about 30%, passing the limit was not always enough; inconclusive = no clear call, values can overlap the other calls;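 also: 0% = vehicle neutral wells and 100% = reference inhibitor wells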
NSD2 inh = NSD2 (human) methyltransferase inhibition | NSD2 peptide methylation, AlphaScreen, 120 min | inhibition, % at 12.5 µM | O96028 | 310,000 compounds, 0.54% hits; in the data active = inhibition above about 50%
CAL PDZ FP-1 = inhibitors of human CAL PDZ peptide binding; purified CAL PDZ, TMR-peptide fluorescence polarization, 1 h; inhibition, % at 20 µM; 330,000 compounds, 0.02% hits; AID 504414;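 active = highest replicate inhibition of at least 40%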;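 also: plate controls were DMSO neutral control wells for no effect and unlabeled competitor peptide control wells for full effect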
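Assay system – tagged CAL PDZ protein CerCALP, purified · Timing – 1 h at RT · Compound – single point, 20 µM · Measured by – fluorescence polarization from S- and P-plane intensities, G-factor corrected · Evaluation – inhibition from polarization loss · Probe or stimulus – TMR reporter peptide T*-PRC34 · Buffer or medium – pH 7.4 phosphate-saline buffer, reducing agent, detergent, IgG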
CAL PDZ FP-2 = inhibitors of human CAL PDZ peptide binding; purified CAL PDZ, TMR-peptide fluorescence polarization, 1 h; inhibition, % at 24.9 µM; 300,000 compounds, 0.92% hits; AID 602252;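 active = mean inhibition of at least 30% with at least half of replicates also reaching 30%; inconclusive = no clear call, values can overlap the other calls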;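 also: 0% = DMSO neutral control and 100% = excess unlabeled competitor peptide PRC23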
Active calls of the source: *; ? = inconclusive; / = no result given. Rows were taken by chance. Share with any hit: about 4.3%.

PfHsp90 set2	Rtt109 Vps75	SR-BI uptake up	MITF TRPM1 HTS	SR-BI DiI inh	dFosB activator	PvdQ inh	NSD2 inh	CAL PDZ FP-1	CAL PDZ FP-2	SMILES
-6	21	10	/	-10	-6	8	4	-0.9	-2	O=C(NNC(=O)C1[C@H]2CCCC[C@@H]12)c1ccc(=O)oc1 (stereo partly specified)
-3	0	5	10	-5	-1	-1	-3	21	-2	CCCn1nnnc1NCc1cc(Br)ccc1OC
5	9	-37	53	37	0	-6	0	-0.8	0	CCCCOC(=O)c1ccc(NC(=O)c2ccoc2C)cc1
-13	4	/	-1	/	-7	-7	7	-1.4	-4	CCOc1cc(N2CCOCC2)c(OCC)cc1NCC(=O)N1CCN(Cc2ccccc2)CC1
4	-9	14	4	-14	-2	-4	-4	-0.1	0	Cc1ccccc1OCC(=O)NNC(=O)C1CCCCC1C(=O)O (stereo unspecified)
1	-4	/	11	/	-7	-2	0	-1.7	2	COc1ccc(O)c(C(=O)c2cc(C(=O)NCCc3ccccc3)c(=O)n(CCc3ccccc3)c2)c1
-23	0	19	-4	-19	1	8	-1	0.5	-4	Cc1ccc(C)c(-n2c(-c3ccncc3)n[nH]c2=S)c1
28	-5	5	/	-5	-3	-12	114*	1.3	-7	CC(NC1=CC(=O)c2cccnc2C1=O)C(O)c1ccccc1 (stereo unspecified)
9	6	-6	-6	6	-2	-9	0	0.3	-3	O=C(CN1CCCCC1)NNC(=O)c1cccc(Br)c1
/	-3	22	/	-22	?	-8	-1	-0.4	-4	O=C(CSc1nc(-c2ccccc2)cs1)Nc1nccs1
-17	6	-71	6	?	-7	-12	-3	-4.3	-3	Cc1cccc(N2CCN(C(=O)COc3ccc4c(C)cc(=O)oc4c3C)CC2)c1C
-9	-16	/	-8	/	-5	-8	2	-2.5	/	COc1ccc(NC(=O)c2ccc(Br)c(S(=O)(=O)N3CCOCC3)c2)cc1
0	-1	12	5	-12	4	-3	/	-0.6	-3	CCOC(=O)CSc1nc2nc(C)cc(C)n2n1
-3	34	-11	-9	11	-13	-9	/	-0.7	/	COc1ccc(-c2nc(CN3CCCCC3c3nccn3C)c(C)o2)c(C)c1C (stereo unspecified)
26	-5	9	11	-9	-4	1	-2	-0.7	-2	CCC(C)[C@H](NC(=O)NCc1cccnc1)C(=O)OC (stereo partly specified)
-19	-3	-30	2	30	-6	-7	-2	-0.2	/	CC(C)CCn1c(O)c(N=NC(=O)Cn2ccc(C(F)(F)F)n2)c2ccccc21
5	-10	13	-7	-13	-8	-10	-1	-2.2	-5	Cc1ccc(NC(=S)N2CC(C)OC(C)C2)cc1C (stereo unspecified)
6	-3	0	-5	0	6	-8	1	-1.5	2	COc1ccc(NC(=O)CCCn2cnc3ccccc3c2=O)c(OC)c1
34	-1	7	-17	-7	-4	-13	31	-0.9	-2	CCOC(=O)COc1ccc(Br)cc1/C=C\c1[nH]c(=O)[nH]c(=O)c1[N+](=O)[O-]
-10	9	-1	-1	1	-5	12	/	-0.2	-1	CC(=O)N/C(=C/C(C)C)c1ccccc1
-10	-1	-1	34	1	0	-3	-1	-2.0	/	CC(=O)n1nc(-c2ccc(Cl)cc2)nc1NCc1ccco1
-5	7	64*	4	-64	-10	8	-1	-1.8	-2	Cc1ccc(OCCOCCN(C)C)c(Cl)c1
-2	7	/	24	/	5	-4	6	-1.9	-5	COc1ccc2[nH]c(=O)c(CN(CCN3CCCC3)C(=O)Nc3ccccc3Cl)cc2c1
-20	-5	27	5	-27	1	-10	0	-0.3	3	CC(=O)OC(C(=O)NCc1ccco1)c1cccnc1 (stereo unspecified)
27	-2	4	1	-4	-8	-9	-4	0.3	-8	CSC(=S)N/N=C(\C)c1ccccc1
4	-2	-18	/	18	-13	8	10	-1.6	/	Nc1c(C(=O)N/N=C/c2ccccc2Cl)oc2nc(-c3ccccc3)cc(-c3ccco3)c12
-19	-4	-3	4	3	-11	7	0	-0.3	0	O=C1NC2(CCCC2)N=C1c1ccc(F)cc1
-22	-2	-26	1	26	-7	-15	-1	-2.9	/	CCOC(=O)C1(CCCc2ccccc2)CCN(C(=O)c2cc(C)nc(C)n2)CC1
-28	-4	8	3	-8	-4	-26	2	-1.8	-1	CN(CCCNC(=O)CCCOc1cc(=O)n(C)c2ccccc12)Cc1ccccc1
0	7	4	-23	-4	7	14	12	-0.6	1	CNc1nc(OC)nc(N(C#N)CN2C(=O)c3ccccc3S2(=O)=O)n1

Eight structures already listed, ordered by heavy-atom count, falling.
PfHsp90 set2	Rtt109 Vps75	SR-BI uptake up	MITF TRPM1 HTS	SR-BI DiI inh	dFosB activator	PvdQ inh	NSD2 inh	CAL PDZ FP-1	CAL PDZ FP-2	SMILES
-28	-4	8	3	-8	-4	-26	2	-1.8	-1	CN(CCCNC(=O)CCCOc1cc(=O)n(C)c2ccccc12)Cc1ccccc1
-19	-3	-30	2	30	-6	-7	-2	-0.2	/	CC(C)CCn1c(O)c(N=NC(=O)Cn2ccc(C(F)(F)F)n2)c2ccccc21
0	7	4	-23	-4	7	14	12	-0.6	1	CNc1nc(OC)nc(N(C#N)CN2C(=O)c3ccccc3S2(=O)=O)n1
-10	-1	-1	34	1	0	-3	-1	-2.0	/	CC(=O)n1nc(-c2ccc(Cl)cc2)nc1NCc1ccco1
-20	-5	27	5	-27	1	-10	0	-0.3	3	CC(=O)OC(C(=O)NCc1ccco1)c1cccnc1 (stereo unspecified)
-19	-4	-3	4	3	-11	7	0	-0.3	0	O=C1NC2(CCCC2)N=C1c1ccc(F)cc1
-10	9	-1	-1	1	-5	12	/	-0.2	-1	CC(=O)N/C(=C/C(C)C)c1ccccc1
27	-2	4	1	-4	-8	-9	-4	0.3	-8	CSC(=S)N/N=C(\C)c1ccccc1

(further entries)
PfHsp90 set2	Rtt109 Vps75	SR-BI uptake up	MITF TRPM1 HTS	SR-BI DiI inh	dFosB activator	PvdQ inh	NSD2 inh	CAL PDZ FP-1	CAL PDZ FP-2	SMILES
-4	/	12	2	-12	-1	1	-1	-2.9	-1	O=C(C[n+]1cccc(CNC(=O)c2ccc(OC(F)F)cc2)c1)c1ccccc1
13	5	/	-3	3	0	-3	0	-5.2	/	O=C(Cc1ccccc1)Nc1ccc(C(=O)Nc2ccccc2C(=O)O)cc1
-16	2	-21	3	21	1	-15	-3	-10	-1	COc1ccc(CCNc2nc(C)cc(C)n2)cc1OC
-21	-4	-31	68	31	-11	-10	/	-0.6	/	Cc1ccc(C(C)C)c(OCc2nc(-c3nonc3N)no2)c1
24	-8	-9	5	9	-4	2	/	0.0	-16	CC[C@]12c3[nH]c4ccccc4c3CCN1C(=O)C(CC(=O)NC(C)(C)C)C[C@@H]2C(=O)N1CCN(C(=O)C2CC2)CC1 (stereo partly specified)
/	4	0	7	0	2	3	/	-0.2	-4	CC1CCN(C(=O)c2[nH]cnc2C(=O)NCCCCCNC(=O)OC(C)(C)C)CC1
-13	41	15	1	-15	-6	9	/	-1.7	-1	C=C(C)CN1C(=O)c2ccccc2C1=O
-3	6	-11	-7	11	8	-6	-1	-0.7	-4	Cc1ccc(NC(=O)CCC(=O)N/N=C/c2cc([N+](=O)[O-])ccc2O)cc1
7	-3	9	-10	-9	-1	-5	2	0.4	/	CCc1nn2c(=O)cc(CSCC(=O)Nc3ccccc3Cl)nc2s1
-1	3	-5	-6	5	-5	-11	1	-4.2	1	O=C(COC(=O)c1ccc(O)cc1)NCC1CCCO1 (stereo unspecified)
10	9	/	-10	/	-5	-8	/	-1.9	-2	O=C1NCCN(Cc2ccoc2)C1CC(=O)N(Cc1ccccc1)CC1CCC1 (stereo unspecified)
-14	4	11	-2	-11	-7	5	-1	-1.9	-6	COC(=O)CSc1nnc(-c2ccco2)o1
3	0	2	-2	-2	-6	-8	0	-1.0	-6	COc1ccc(S(=O)(=O)N2CCN(Cc3ccc4c(c3)OCO4)CC2)cc1F
12	/	14	-6	-14	5	-7	-1	0.1	-4	COc1cc(NC(=O)CCCNC(=O)c2ccc(Cl)cc2)cc(OC)c1OC
-7	10	-14	-19	14	-4	-15	1	-3.9	-5	CC(=O)Nc1ccc(NC(=O)C/C(C)=N/NC(=O)COc2cc(C)c(Br)cc2Br)cc1
-2	-3	-23	0	23	-6	-11	/	-0.6	-4	CC(C)N(C(=O)[C@H]1C[C@H](CC(=O)NCC23CC4CC(CC(C4)C2)C3)C(=O)N2CCc3c([nH]c4cc(-c5ccco5)ccc34)[C@]12C)C(C)C
12	0	30	7	-30	2	-1	4	0.0	-4	O=C(NCc1ccccc1Br)c1ccco1
6	2	-6	/	6	-1	-3	0	-3.3	-2	Cc1nn(C)cc1C=NCCOCc1ccccc1
24	-8	-14	-15	14	-11	-4	7	-4.3	-6	COc1ccc(NC(=O)c2ccco2)cc1NC(=O)c1c(OC)cccc1OC
